# TEAD-YAP inh – TEAD-YAP interaction inhibition; AID 1259422; 1.4% of 640,000 active; inhibition, % at 9.12 µM; HEK-TIYL cells, TEAD-Gal4/YAP UAS-luciferase luminescence; in the data active = inhibition above about 32%;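 also: 0% = median of test compound wells and 100% = reference inhibitor wells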
# MITF inh – inhibitors of human MITF; O75030; AlphaScreen MITF homodimerization, bead proximity signal; inhibition, % at 2.6 µM; 0.91% of 650,000 active; AID 1259374; in the data active = inhibition above about 50%;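 also: 0% = vehicle wells with protein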
# FBW7 activator – human FBW7 E3 ligase activation, primary screen; normalized activity (activation), % at 26.1 µM; Q969H0; AlphaScreen FBW7–phospho-cyclin E peptide binding, activator screen; 0.13% of 650,000 active; in the data active = normalized activity above about 1.9%;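 also: purified mutant Fbw7 with reduced substrate affinity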
# Target sequence (Q969H0 whole entry, looked up): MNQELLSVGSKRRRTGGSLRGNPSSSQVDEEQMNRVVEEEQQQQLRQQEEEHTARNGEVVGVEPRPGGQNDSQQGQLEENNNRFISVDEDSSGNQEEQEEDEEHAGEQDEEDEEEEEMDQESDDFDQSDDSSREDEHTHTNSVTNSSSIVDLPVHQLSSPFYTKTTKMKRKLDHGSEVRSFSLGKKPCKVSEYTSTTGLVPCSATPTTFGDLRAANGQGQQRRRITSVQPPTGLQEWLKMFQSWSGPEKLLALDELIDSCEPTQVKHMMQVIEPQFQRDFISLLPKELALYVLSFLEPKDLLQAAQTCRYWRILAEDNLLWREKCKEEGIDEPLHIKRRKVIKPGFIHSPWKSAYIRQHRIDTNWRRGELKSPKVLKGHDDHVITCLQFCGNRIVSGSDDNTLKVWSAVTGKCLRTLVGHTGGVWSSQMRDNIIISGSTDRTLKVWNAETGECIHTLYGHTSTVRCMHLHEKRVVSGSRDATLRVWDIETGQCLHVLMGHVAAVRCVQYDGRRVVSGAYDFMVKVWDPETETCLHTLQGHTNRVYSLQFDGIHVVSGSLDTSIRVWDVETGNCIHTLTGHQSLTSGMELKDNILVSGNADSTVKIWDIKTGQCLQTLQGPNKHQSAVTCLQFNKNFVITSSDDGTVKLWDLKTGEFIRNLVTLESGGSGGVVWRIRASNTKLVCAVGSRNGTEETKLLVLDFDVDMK
# GPR151 ag – activates the human receptor GPR151 | Q8TDV0 | PathHunter beta-arrestin GPR151 cells, luminescence | activation, % at 11.2 µM | 1% of 650,000 active | AID 1508602; in the data active = activation above about 4.9%;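 also: 0% = median of compound wells and 100% = cells with positive control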
# * = called active by the depositor.
SMILES,TEAD-YAP inh,MITF inh,FBW7 activator,GPR151 ag
C=CCOc1ccc(CNC(=S)Nc2ccccc2)cc1,4,-7,-0.3,0.8
COC(=O)C1=C(C)N(CCc2ccc(OC)c(OC)c2)C(=O)/C1=C\c1ccc(OC)c(OC)c1,4,15,0.5,-0.8
CCc1ccccc1NC(=O)C(=O)NCCO,-10,3,0.8,-0.8
NC(=O)c1ccc(NC(=O)CSc2nnc3c(Cl)cc(C(F)(F)F)cn23)cc1,6,13,0.8,0.7
Cc1ccc(SCC(=O)N2CC(C)CC(C)C2)cc1 (centres undefined),-17,1,-0.1,0.7
Cn1c(=NC(=O)CN2C(=O)c3ccccc3C2=O)sc2cc(S(C)(=O)=O)ccc21,-7,14,0.4,-1.4
O=C(O)CNCc1ccccc1F,8,1,0.0,0.1
CN(/C=C/C(=C\C=[N+](C)c1ccccc1)OCCCS(=O)(=O)O)c1ccccc1,-2,-2,0.2,0.0
Cc1ccc2c(c1)-c1c(cnn1CC(=O)N(C)Cc1ccco1)CO2,0,-5,0.5,-1.5
Cc1cc(S(=O)(=O)Nc2ccc3c(c2)N(C(=O)C2CCCC2)CC3)ccc1F,-14,-4,-0.1,-0.9
NC(=O)Cn1c(=O)n(CCCCC(=O)NC2CCCC2)c(=O)c2ccccc21,0,6,0.1,2.7
O=C(COc1cccc(Br)c1)N/N=C/c1cccs1,2,-11,0.0,-0.4
COc1ccc2oc(=N)c(C(=O)Nc3ccccc3C)cc2c1,-41,19,0.0,0.2
CCC1Oc2ccccc2N(CC(=O)NCCCN2CCC(Cc3ccccc3)CC2)C1=O (centres undefined),5,1,0.0,0.5
c1ccc(Nc2cc(Nc3ccc(N4CCOCC4)cc3)ncn2)nc1,-12,-10,-0.2,-1.0
CCCOc1ccccc1C1C(C(=O)OC)=C(C)NC2=C1C(=O)CCC2 (centres undefined),6,12,0.0,-1.3
CCOc1cc(C(=O)Nc2nnc(-c3ccc(C)c(C)c3)o2)cc(OCC)c1OCC,-1,-16,-0.2,-1.4
Cc1ccc2nc(CN(C)Cc3cc(-c4ccccc4)on3)nc(N)c2c1,3,4,0.1,-0.2
Cc1cc(Nc2ccc(Cl)c(Cl)c2)n2ncnc2n1,-4,4,0.0,0.0
Cc1ccsc1/C=N/NC(=O)c1c[nH]c2ccccc12,-38,15,0.6,-1.7
CC(C)(C)OC(=O)NC1CCN(C(=O)Nc2ccc(Cl)c(C(F)(F)F)c2)CC1,7,6,-0.1,-0.4
OCCNCCOc1ccc(Cl)c(Cl)c1,10,4,-0.4,-1.4
CCCCNS(=O)(=O)c1ccc(C)c(C)c1,2,10,0.1,1.7
CCOC(=O)C1=C(O)CC(C(=O)OCC)=C(O)C1,-2,-5,0.0,1.1
CCCCCn1c(Br)nc2c1c(=O)n(C)c(=O)n2C,-3,6,0.1,0.0
CCCc1nnc(SCC(=O)N2c3ccc(F)cc3CCC2C)n1C (centres undefined),6,6,0.1,-0.8
CC(=O)c1cccc(-c2nc(C)cc(Nc3ccc(N4CCOCC4)cc3)n2)c1,-4,9,-0.2,0.0
C/C(=N/N=C/c1ccc(Cl)cc1Cl)c1nnn(-c2nonc2N)c1C,-3,30,0.5,-1.9
NC(=O)c1c(NC(=O)CSc2nnc(-c3cccnc3)n2N)sc2c1CCCC2,3,-8,-0.1,1.7
COCc1nnc(NC(=O)c2ccc(C(C)(C)C)cc2)s1,-49,16,0.7,-1.1
CN(CCCCN1CCOCC1)C(=O)CCc1nnc(CCc2ccccc2)o1,4,24,0.2,0.4
CCn1c(-c2ccccc2)cn2c3c(=O)n(C)c(=O)n(C)c3nc12,16,8,-0.3,1.7
CCCNC(=O)c1cncc(-c2cccc(C(C)=O)c2)c1,2,4,-0.1,0.6
Cc1ccc(-c2nc(CS(=O)CC(=O)Nc3cccc([N+](=O)[O-])c3)c(C)o2)cc1 (centres undefined),9,2,0.0,-0.4
CCOCCn1c(=NC(=O)C2CC2)sc2cc(S(C)(=O)=O)ccc21,1,3,0.5,8.7*
CCN(CCn1cccn1)C(=O)c1cc(COc2c(F)cccc2F)on1,-5,-8,-0.1,-2.3
CCN(CC)S(=O)(=O)c1cccc(-c2nnc(SCc3csc(C)n3)o2)c1,-9,0,0.6,-1.5
CN(C)c1cccc(Nc2nc3ccc(C(=O)NCCN4CCOCC4)cc3s2)c1,-42,3,-0.1,-0.8
CCSc1nc(-c2ccccc2)c(NC(=O)C(C)Oc2ccccc2)s1 (centres undefined),-16,-4,0.3,-1.9
O=C(Cn1nc(-c2ccncc2)nc1SCC(=O)N1CCCC1)Nc1ccccc1,-2,-7,-0.2,0.1
COc1cc(CN2CCN(Cc3ccc(C)cc3)C(CCO)C2)cc(OC)c1O (centres undefined),-1,-9,-0.2,1.6
CCn1c(SCC(=O)Nc2cc(OC)cc(OC)c2)nnc1C(C)C,1,8,0.1,-0.4
CCC1CCCN1Cn1cnc2c([nH]c3ccc(Cl)cc32)c1=O (centres undefined),4,6,0.0,-1.1
Cc1cccc(NC(=O)Cn2c(=O)oc3cc(S(=O)(=O)N4CCCCC4)ccc32)c1C,15,-3,-0.1,1.9
COc1cc(C(=O)Nc2nn3c(C)nnc3s2)cc(OC)c1OC,-5,-7,0.0,-0.5
CCOC(=O)CCCNC(=O)CCCNC(=O)C(c1ccccc1)c1ccccc1,-3,6,-0.1,-0.5
CCOP(=O)(OCC)/C(=N/NC(=O)c1ccccc1O)c1ccccc1,3,-4,-0.4,0.1
O=C1c2nccnc2C(=O)N1c1ccc(F)cc1F,5,14,0.0,0.4
CCOC(=O)CNC(=O)c1cc(OCC)c(OCC)c(OCC)c1,2,-19,-0.2,0.1
COc1ccc(CCNC(=O)Nc2ccc(F)cc2F)cc1OC,4,2,-0.4,3.8

# Additional records follow.
SMILES,TEAD-YAP inh,MITF inh,FBW7 activator,GPR151 ag
CC(C)(C)NC(=O)CSc1nnc(NC(=O)c2cccs2)s1,4,-3,-0.1,0.2
CC1Cc2ccccc2N1CC(=O)Nc1ccc2c(c1)OCO2 (centres undefined),0,-4,0.2,-3.3
CCCNC(=O)c1cc(N2CCC(N3CCOCC3)CC2)nc2ccccc12,2,-3,0.2,2.9
COc1ccc(Br)cc1/C=C1\N=C(c2cccc(Br)c2)OC1=O,6,1,0.0,-0.3
NC(=O)c1ccc(S(=O)(=O)c2ccc(C(N)=O)s2)s1,-4,-4,0.0,0.3
O=C(c1ccc(C2SCC(=O)N2CCc2ccccc2)cc1)N1CCOCC1 (centres undefined),-5,-6,-0.1,-0.2
COCCn1c(C)cn2c3c(=O)n(CC(=O)OC)c(=O)n(C)c3nc12,4,12,-0.1,0.8
Cc1cc(C(=O)NCc2ccccc2Cl)ccc1[N+](=O)[O-],-17,1,-0.3,-1.2
COc1cc(C)c(/C=C2/C(=O)Nc3ccccc32)cc1C,10,4,0.3,-1.4
O=C(O)COc1ccc(/C=C2/SC(=S)NC2=O)cc1,7,-4,-0.1,-0.9
COc1ccccc1NC(=S)NC(=O)c1cc([N+](=O)[O-])ccc1N1CCOCC1,-3,17,0.2,0.0
COc1ccc(C2=NN(c3nc(-c4cccc(N5C(=O)c6ccccc6C5=O)c4)cs3)C(c3ccc(Cl)cc3Cl)C2)cc1F (centres undefined),7,14,-0.1,-1.2
O=C(c1ccc(-n2cnnn2)cc1)N1CCCC1c1nc2ccccc2[nH]1 (centres undefined),9,12,0.1,-0.3
OC(COc1ccc(C2CCCCC2)cc1)CN1CCN(c2ccc(F)cc2)CC1 (centres undefined),8,8,0.5,-1.3
O=C(c1ccccc1)N(Cc1nc2ccccc2c(=O)[nH]1)Cc1cccs1,-1,-1,-0.2,-0.6
CC(=O)N1CCc2c(sc(NC(=O)c3ccc(S(=O)(=O)N4CCC(C)CC4)cc3)c2-c2nc3ccccc3s2)C1,0,-10,-0.1,0.8
COCCNc1c(-c2cnc(N(C)C)nc2)nc2cnccn12,-7,-8,-0.1,-0.2
Cn1ncc2c(Nc3ccc(Cl)cc3Cl)ncnc21,2,12,0.0,0.7
COC(=O)CN1C(=S)N(c2ccc(Cl)cc2)C(=O)C1CC(=O)Nc1ccccc1 (centres undefined),-9,-5,-0.1,1.0
O=C1N(Cc2ccc(F)cc2)CCN1c1ccc(F)cc1,-18,-6,0.0,2.3
Cc1cc(NCCCN2CCOCC2)n2nc(-c3cccc(F)c3)cc2n1,6,2,-0.1,-0.8
COc1cccc(C2CC(c3cccs3)=NN2C(=O)CSc2nnc(CNC(=O)c3cccc(F)c3)n2Cc2ccccc2)c1OC (centres undefined),-5,15,0.1,1.1
Cn1c(=O)c2c(nc(N3CCCCC3)n2CCCNC2=NCCC2)n(C)c1=O,-5,-20,0.1,-0.3
CC(=O)N1CC(C)Sc2cc(S(=O)(=O)N3CCCCC3C)ccc21 (centres undefined),6,4,-0.3,0.3
O=C(O)CCC1(CCC(=O)O)c2ccccc2-c2nc3ccccc3cc21,8,10,0.1,0.0
Cc1ccc(N(C)S(=O)(=O)c2c[nH]c3ccc([N+](=O)[O-])cc23)cc1,3,1,0.0,-0.4
CN1/C(=C\C(=O)c2nc(S(C)(=O)=O)ncc2Cl)C(C)(C)c2ccccc21,-10,3,-0.2,-0.7
CC1=NNC(=O)C1CC(=O)N/N=C/c1ccco1 (centres undefined),4,0,-0.1,-0.3
COc1ccccc1/C=C1\N=C(c2cc(Br)ccc2OC)OC1=O,5,-3,0.4,-0.2
CCN(CC)S(=O)(=O)c1cc(C(=O)Nc2ccc(C(C)C)cc2)ccc1F,11,9,0.0,2.4
N=c1sccn1CC(=O)Nc1ccccc1Cc1ccccc1,13,6,0.3,-0.6
CC1(C)CC(=O)C2=C(C1)NC(=O)CC2C(=O)Nc1ccc(F)cc1 (centres undefined),0,10,-0.1,-0.1
CCOc1ccc2nc3c(cc2c1)CN(C1CC1)C(=O)CO3,-11,-2,0.1,0.8
Cc1noc(C)c1-c1nc(NC2CC2)c2[nH]cnc2n1,-3,-17,0.0,-1.9
O=C(Nc1ccc(OC(F)(F)F)cc1)c1ccc(N2CC3CC(C2)c2cccc(=O)n2C3)c(NC(=O)c2cccnc2)c1 (centres undefined),9,7,0.2,-0.9
COc1ccc(C2=NN(CC(=O)NCCN(C)C)C(=O)CC2)cc1,-2,7,0.2,-0.3
O=C(Nc1ccc(Br)cc1)C1CC(=O)N(c2ccc(Br)cc2)C1 (centres undefined),13,13,0.7,0.7
CC12CCC(C(=O)N3CCCC3)(CC1=O)C2(C)C (centres undefined),3,-7,0.1,-0.9
Brc1ccc(Nc2nc(-c3ccncc3)cs2)cc1,-16,16,0.9,0.7
Cc1ccc(S(=O)(=O)Nc2nnc(-c3ccc(F)cc3)s2)cc1,8,2,-0.1,-0.1
COc1cc(Nc2nc(Nc3ccc(-n4ccnc4)cc3)nc3c2ncn3Cc2ccc(C(F)(F)F)cc2)cc(OC)c1OC,-5,5,-0.1,-1.7
CN(Cc1ccccc1)c1nc2nonc2nc1N1CCCC(CN2CCCC2=O)C1 (centres undefined),1,-2,-0.2,-1.2
CCOC(=O)C1=C(CN2CCOCC2)NC(=O)NC1c1cc(C)ccc1C (centres undefined),7,9,-0.1,1.2
COC(c1ccccc1)c1nnc(CCC(=O)N(C)CCc2ccccc2)o1 (centres undefined),-4,-16,0.0,-0.2

# Among those listed so far, 12 have two or more sulfur atoms:
SMILES,TEAD-YAP inh,MITF inh,FBW7 activator,GPR151 ag
Cn1c(=NC(=O)CN2C(=O)c3ccccc3C2=O)sc2cc(S(C)(=O)=O)ccc21,-7,14,0.4,-1.4
NC(=O)c1c(NC(=O)CSc2nnc(-c3cccnc3)n2N)sc2c1CCCC2,3,-8,-0.1,1.7
CCOCCn1c(=NC(=O)C2CC2)sc2cc(S(C)(=O)=O)ccc21,1,3,0.5,8.7*
CCN(CC)S(=O)(=O)c1cccc(-c2nnc(SCc3csc(C)n3)o2)c1,-9,0,0.6,-1.5
CCSc1nc(-c2ccccc2)c(NC(=O)C(C)Oc2ccccc2)s1 (centres undefined),-16,-4,0.3,-1.9
CC(C)(C)NC(=O)CSc1nnc(NC(=O)c2cccs2)s1,4,-3,-0.1,0.2
NC(=O)c1ccc(S(=O)(=O)c2ccc(C(N)=O)s2)s1,-4,-4,0.0,0.3
O=C(O)COc1ccc(/C=C2/SC(=S)NC2=O)cc1,7,-4,-0.1,-0.9
CC(=O)N1CCc2c(sc(NC(=O)c3ccc(S(=O)(=O)N4CCC(C)CC4)cc3)c2-c2nc3ccccc3s2)C1,0,-10,-0.1,0.8
COc1cccc(C2CC(c3cccs3)=NN2C(=O)CSc2nnc(CNC(=O)c3cccc(F)c3)n2Cc2ccccc2)c1OC (centres undefined),-5,15,0.1,1.1
CC(=O)N1CC(C)Sc2cc(S(=O)(=O)N3CCCCC3C)ccc21 (centres undefined),6,4,-0.3,0.3
Cc1ccc(S(=O)(=O)Nc2nnc(-c3ccc(F)cc3)s2)cc1,8,2,-0.1,-0.1

# Assay outcomes deposited in PubChem BioAssay by The Scripps Research Institute Molecular Screening Center.
